Source: PubChem (National Center for Advancing Translational Sciences (NCATS))
POLK inh = qHTS for Inhibitors of Polymerase Kappa; DNA polymerase kappa (Homo sapiens), Q9UBT6; AID 588579, 2011; purified Pol kappa, fluorescent DNA synthesis assay, 10 min; Potency, µM (titrated, usually from 107 µM), for inactives: at the top dose activity, negative = inhibition, usual class: inhibitors; 0.53% of 400,000 active; also: potency is read from the fitted curve at half-maximal effect; % is scaled to controls: 0 for no effect and ±100 for the full control effect
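Pol kappa 10 nM + cpd, 15 min RT; start w/ substrate 50 nM final; fluorescence kinetic read, 0 and 10 min. Neg ctrl: buffer, no enzyme.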
APE1 inh = qHTS Assay for Inhibitors of the Human Apurinic/apyrimidinic Endonuclease 1 (APE1). 0.35% of 350,000 active. AID 2517, 2012. DNA repair nuclease/redox regulator APEX1 (Homo sapiens), P27695. recombinant APE1, TAMRA/BHQ-2 abasic DNA cleavage fluorescence. Potency, µM (series often up to 65.8 µM), for inactives: at the highest dose activity change, negative = inhibition, most hits filed as inhibitors;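 also: potency is read from the fitted curve at half-maximal effect; plate controls were vehicle for no effect and reference inhibitor for full effect; nearly all actives have a fitted effect of over 55% in size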
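Incision of a quenched TAMRA/BHQ-2 THF abasic-site duplex (50 nM) by 0.75 nM APE1, after 15 min compound preincubation, measured as fluorescence increase over three 60 s reads. Values normalized to buffer, DMSO and NSC13755 control wells.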
Apoferritin bind = qHTS Assay for Identification of Novel General Anesthetics. Ferritin light chain (Equus caballus), P02791. apoferritin/1-aminoanthracene competitive binding, fluorescence. Potency, µM (doses to about 77.5 µM), for inactives: at the highest dose activity change, negative = displacement, usual class: inhibitors. 0.074% of 350,000 active. AID 485281, 2010; also: potency is read from the fitted curve at half-maximal effect; % is scaled to controls: 0 for no effect and ±100 for the full control effect; nearly all actives have a fitted effect of over 20% in size
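10 uM apoferritin + 50% sat. 1-AMA, PBS; cpd 10 min RT; Ex380/Em535 endpoint; normalized to free probe vs complex; 4-param Hill fit; propofol titration as pos. ctrl.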
POLH inh = qHTS for Inhibitors of Polymerase Eta; recombinant Pol eta, fluorescent DNA replication assay; Potency, µM (doses to about 114 µM), without a hit: at the highest dose activity change, negative = inhibition, actives largely listed as inhibitors; 1.2% of 390,000 active; also: potency is read from the fitted curve at half-maximal effect; % is scaled to controls: 0 for no effect and ±100 for the full control effect
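Fluorescent replication assay: 50 nM final substrate added after a 15 min room-temperature compound preincubation with 10 nM enzyme. Signal taken at 0 min and again at 10 min.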
POLI inh = qHTS for Inhibitors of Polymerase Iota; DNA polymerase iota (Homo sapiens), Q9UNA4; Pol iota fluorescent replication assay, 10 min; Potency, µM (doses to about 115 µM), for the others: at the highest dose activity, negative = inhibition, hits mostly inhibitors; 1% of 390,000 active; AID 588590, 2011; also: potency is read from the fitted curve at half-maximal effect
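Pol iota at 10 nM preincubated 15 min with compounds at room temperature; reaction started with fluorescent substrate, 50 nM final. Fluorescence read kinetically at 0 and 10 min; buffer-only wells as negative control.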
LDHA inh = qHTS assay for inhibitors of human lactate dehydrogenase. AID 1347041, 2019. L-lactate dehydrogenase A chain (Homo sapiens), P00338. activity change, % (values are at about 110 or 230 µM). 0.15% of 480,000 active. purified LDHA, NADH/diaphorase-resazurin fluorescence; hits give low values; in the data active = activity change below about -30%; inconclusive = mostly about -25% to -30%;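 also: plate controls were DMSO wells for no effect and wells without enzyme for full effect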
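Resorufin fluorescence (ex540/em590), read at 0 and 20 min after diaphorase/resazurin addition, reports the NADH left after a 5 min room-temperature reaction of 2 nM human LDH5 with 0.06 mM NADH and 0.2 mM pyruvate.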
Pol beta inh = qHTS Assay for Inhibitors of DNA Polymerase Beta; P06746; Pol beta primer extension/strand displacement, fluorescence kinetic; 1.3% of 340,000 active; AID 485314, 2010; Potency, µM (doses to about 114 µM), without a hit: top-dose activity change, negative = inhibition, hits mostly inhibitors; also: potency is read from the fitted curve at half-maximal effect; % is scaled to controls: 0 for no effect and ±100 for the full control effect
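Values derive from four-parameter Hill fits of normalized kinetic data: reads at 0 and 10 min following addition of 50 nM substrate to 10 nM Pol beta preincubated 15 min with compound.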
Glioma ERSR ind = qHTS for Inducers of the Endoplasmic Reticulum Stress Response (ERSR) in Human Glioma: qHTS. 0.02% of 420,000 active. U87-MG GRP78 promoter luciferase reporter, 16 h. Potency, µM, inactives show at the top dose activation, actives largely listed as activators; also: potency is read from the fitted curve at half-maximal effect; series mostly up to about 76 µM; % of control where 0% means no effect; nearly all actives have a fitted effect of over 35% in size
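Stably transfected U87-MG human glioma cells carrying a GRP78-based luminescent sensor were seeded at 1000 cells/well, pin-dosed with compounds and incubated 16 h. Luciferase reagent was then added, and end-point luminescence was read after 10 min at room temperature.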
BLM helicase inh = qHTS Assay for Inhibitors of Bloom's syndrome helicase (BLM); recombinant BLM DNA unwinding, fluorescence dequenching; Potency, µM (top dose mostly 56.1 µM), for inactives: at the top dose activity change, negative = inhibition, hits mostly inhibitors; 0.2% of 350,000 active; AID 2528, 2010;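 also: potency is read from the fitted curve at half-maximal effect; plate controls were vehicle for no effect and no enzyme for full effect; nearly all actives have a fitted effect of over 35% in size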
Target sequence (P54132 whole entry, looked up): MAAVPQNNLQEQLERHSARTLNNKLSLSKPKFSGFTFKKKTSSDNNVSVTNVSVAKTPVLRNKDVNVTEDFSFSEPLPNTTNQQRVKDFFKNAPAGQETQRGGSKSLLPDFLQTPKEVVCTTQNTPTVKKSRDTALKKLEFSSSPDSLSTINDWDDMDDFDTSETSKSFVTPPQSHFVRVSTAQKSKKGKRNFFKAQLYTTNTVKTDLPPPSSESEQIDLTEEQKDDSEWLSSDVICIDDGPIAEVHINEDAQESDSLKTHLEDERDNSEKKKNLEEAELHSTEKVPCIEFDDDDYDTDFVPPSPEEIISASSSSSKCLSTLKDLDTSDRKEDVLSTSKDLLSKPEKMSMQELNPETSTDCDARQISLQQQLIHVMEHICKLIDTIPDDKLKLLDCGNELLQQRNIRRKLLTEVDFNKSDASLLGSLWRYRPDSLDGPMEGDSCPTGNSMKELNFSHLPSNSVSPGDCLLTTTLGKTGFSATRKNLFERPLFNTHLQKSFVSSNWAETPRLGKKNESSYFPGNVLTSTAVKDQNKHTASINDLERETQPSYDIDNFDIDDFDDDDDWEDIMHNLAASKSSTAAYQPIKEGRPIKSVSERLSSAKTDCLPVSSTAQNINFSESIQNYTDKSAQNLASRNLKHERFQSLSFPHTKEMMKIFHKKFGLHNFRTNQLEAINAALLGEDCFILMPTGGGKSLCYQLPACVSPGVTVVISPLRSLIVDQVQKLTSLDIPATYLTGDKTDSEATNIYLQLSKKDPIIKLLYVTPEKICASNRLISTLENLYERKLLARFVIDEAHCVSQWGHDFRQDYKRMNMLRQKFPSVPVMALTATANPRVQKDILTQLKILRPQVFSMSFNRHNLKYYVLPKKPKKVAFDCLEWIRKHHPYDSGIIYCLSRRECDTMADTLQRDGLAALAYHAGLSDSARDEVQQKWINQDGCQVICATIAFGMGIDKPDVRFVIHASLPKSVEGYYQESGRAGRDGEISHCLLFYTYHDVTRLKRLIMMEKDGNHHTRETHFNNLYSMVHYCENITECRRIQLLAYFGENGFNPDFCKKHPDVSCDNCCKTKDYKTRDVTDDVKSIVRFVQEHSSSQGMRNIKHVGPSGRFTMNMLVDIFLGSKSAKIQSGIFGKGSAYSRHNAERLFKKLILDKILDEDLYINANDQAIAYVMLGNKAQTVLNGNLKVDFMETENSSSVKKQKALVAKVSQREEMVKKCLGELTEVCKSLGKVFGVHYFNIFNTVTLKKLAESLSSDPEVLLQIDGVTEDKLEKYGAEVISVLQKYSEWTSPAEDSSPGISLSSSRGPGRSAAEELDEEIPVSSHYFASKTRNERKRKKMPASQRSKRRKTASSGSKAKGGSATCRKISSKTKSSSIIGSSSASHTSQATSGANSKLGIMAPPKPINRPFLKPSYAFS
Active calls of the source: *; ? = inconclusive; . = not tested or not shown; & = joins results of further samples; [ ] = remark or other dose. Unless noted, calls follow the shape of the dose curve; as a rule, active = well fitted curve in the direction sought with a large enough effect; inconclusive = small, poorly fitted or top-dose-only effect, or another doubt; inactive = no such curve, though single readings can be large; an effect the other way counts as inactive or inconclusive.

SMILES | POLK inh | APE1 inh | Apoferritin bind | POLH inh | POLI inh | LDHA inh | Pol beta inh | Glioma ERSR ind | BLM helicase inh
COc1ccc(OC)c(/C=C/C(=O)c2ccc(Cl)cc2)c1 | -7.9% | 6.0% | -3.7% | -11.7% | ? | 1.7 | 18.3% | ? | -12.4%
CN(C(=O)COc1ccc2c(-c3ccccc3)cc(=O)oc2c1)C1CCS(=O)(=O)C1 (configuration not stated) | 6.2% | 23.0% | -16.5% | 13.2% | 13.2% | -3.7 | 14.4% | -2.2% | -1.0%
COc1cc2oc(=O)ccc2c(OC)c1CC(O)C(C)(C)O (configuration not stated) | 8.0% | 0.0% | -8.8% | -4.2% | 4.6% | -2.3 | -2.4% | -4.5% | -2.2%
CCOc1cccc(C(=O)NC(c2ccccc2)C(C)C)c1 (configuration not stated) | -0.1% | 0.9% | -12.0% | -19.3% | 43.8%[activator] | -4.2 | -2.8% | -1.7% | -4.9%
CC(C)(CNC(=O)CC1C(=O)NCCN1Cc1cccc(F)c1F)N1CCOCC1 (configuration not stated) | -6.1% | 16.5% | -4.7% | -15.4% | 13.2% | -15.7 | -1.5% | 1.2% | -5.2%
CC1(O)CC(c2ccc(Cl)cc2)=NN1C(=O)c1ccc([N+](=O)[O-])cc1 (configuration not stated) | -13.8% | 7.9% | -23.8% | -4.2% | 69.8%[activator] | -7.1 | -13.4% | 0.5% | -11.4%
Clc1ccc(/C=C\c2nccc3c2[nH]c2ccccc23)cc1 | 0.9% | -4.4% | -12.2% | -24.3% | 95.2%[activator] | 3.0 | 28.7% | -1.2% | -7.9%
COC(=O)C1CCN(C(=O)CN2C(=O)NC3(CCC(C)CC3)C2=O)CC1 (configuration not stated) | -25.5% | 13.2% | . | -1.3% | 9.0% | -3.6 | . | -0.2% | .
Cc1ccc(NS(=O)(=O)c2c(C)[nH]c(=O)[nH]c2=O)c(C)c1 | -1.4%&-8.5% | 2.6% | 32.9%[activator] | -12.7%&-1.6% | 24.7%&9.5% | -2.1&-8.9 | 5.0%&0.6% | -2.9%&-1.7% | -3.2%&-6.8%
COc1ccccc1Nc1nc(-c2sc(NC(=O)c3ccco3)nc2C)cs1 | 4.7% | -7.4% | -8.8% | -11.8% | ? | 3.8 | -0.7% | -1.3% | -4.2%
CCc1nccn1CCC(=O)N1CCCC(Nc2ccc(C(C)C)cc2)C1 (configuration not stated) | -6.3% | 21.7% | -12.9% | -2.1% | 17.1% | 0.1 | -0.2% | -2.3% | 0.7%
c1ccc2c(OCCCCN3CCOCC3)cccc2c1 | ? | 4.4% | -6.6% | -98.2% | ? | -9.8 | 17.9% | -2.7% | 5.4%
Cc1ccnc(Sc2nc3c(c(=O)[nH]c(=O)n3C)n2CCCc2ccccc2)n1 | -9.6% | -2.6% | -19.3% | -10.9% | 14.0% | -0.1&-0.2 | 11.9% | 0.7% | 0.9%
CN(C)C(CNC(=O)CCC(=O)c1ccc(Br)cc1)c1ccccc1 (configuration not stated) | -1.2% | 10.3% | -9.9% | 8.6% | 38.2%[activator] | -11.0 | 0.8% | 3.4% | -0.3%
CC(=O)Nc1ccc(NC(=O)C(C)Sc2n[nH]c(-c3cccs3)n2)cc1 (configuration not stated) | -14.1% | 2.3% | . | -0.3% | -1.2% | 0.8 | . | -0.2% | .
CCCCc1cc(-c2n[nH]c(=S)o2)c2ccccc2n1 | -9.9% | 34.2% | -12.4% | -4.8% | 123.9%[activator] | -9.0 | -5.1% | 2.0% | -3.4%
CC(=O)NC(c1ccc(C(C)C)cc1)c1c(O)ccc2ccccc12 (configuration not stated) | -9.5% | . | . | ? | -19.5% | 5.9 | . | -8.0% | .
COc1ccccc1C(=O)Nc1ccc(Br)cc1C | -12.6% | 3.5% | ? | -14.2% | 41.7%[activator] | -1.9 | 0.2% | ? | -5.4%
CN(C)c1ccc(C(=O)OCC(=O)NCCC2=CCCCC2)cc1 | 0.0% | 19.8% | ? | -12.1% | 66.6%[activator] | -8.4 | 10.4% | -8.1% | -1.9%
COC(=O)c1ccc(N=NN2CCCCCC2)cc1 | -15.7% | 14.3% | -6.0% | -11.5% | 3.3% | -6.1 | 30.8% | 1.5% | -4.6%
CN(C)S(=O)(=O)Oc1cccc(C(=O)Nc2cccc(Cl)c2)c1 | -12.1% | -9.0% | -22.6% | -11.0% | 5.9% | -7.4 | 15.3% | -4.4% | -8.3%
CC(=O)NC(c1ccc(C)cc1)c1cc([N+](=O)[O-])c2cccnc2c1O (configuration not stated) | -15.5% | -2.5% | -7.5% | -6.0% | 108.9%[activator] | 20.7 | 4.7% | -11.3% | -9.8%
CC(C)OCCCNC(=O)CN1C(=O)COc2ccc(S(=O)(=O)N3CCOCC3)cc21 | -5.3% | . | -4.1% | -4.0% | 0.7% | -8.2 | 18.4% | -2.8% | -0.2%
Cc1sc(NC(=O)CN(Cc2ccc(F)cc2)C(=O)C(C)(C)C)c(C(N)=O)c1C | 4.2% | -0.9% | -0.5% | -20.4% | 19.1% | -7.4 | 23.5% | -5.5% | 4.0%
O=C(CN1CCCC1c1cccs1)Nc1cc(S(=O)(=O)N2CCCCC2)ccc1Cl (configuration not stated) | -6.6% | . | . | -7.0% | -12.3% | -9.9 | . | -3.9% | .
Cc1cc(NC(=O)N2CC=C(c3c[nH]c4ccccc34)CC2)ccc1Br | -9.0% | . | -7.3% | -0.1% | -8.6% | -1.3 | ? | -0.9% | -11.8%
O=C(Cc1ccc(S(=O)(=O)N2CCOCC2)s1)Nc1cc(C(F)(F)F)cc(C(F)(F)F)c1 | -14.8% | -20.5% | . | -10.9% | -3.9% | 2.8 | . | 3.2% | .
O=C(Nc1ccc(S(=O)(=O)Nc2ccccc2F)cc1)N1CCCCC1 | -15.3% | 16.0% | -18.5% | -12.8% | -6.9% | -2.9 | 14.4% | -4.1% | -3.2%
CN(C)S(=O)(=O)c1ccc(N2CCCC2)c(C(=O)NCC(=O)Nc2ccc(F)c(F)c2)c1 | -3.3% | 13.1% | . | -10.5% | ? | -10.6 | . | -4.1% | .
O=C(Cn1c(=O)sc2ccccc21)Nc1ccccc1C(=O)O | -15.5% | -2.4% | -7.9% | 10.1% | 0.5% | -3.3 | 5.4% | 0.9% | -1.3%
CCS(=O)(=O)c1nc(S(=O)(=O)c2ccc(C)cc2)c(N2CC(C)CC(C)C2)s1 (configuration not stated) | -14.9% | -15.6% | ? | -25.1% | 30.9%[activator] | 0.8 | 2.1% | -4.7% | -8.1%
Cc1ccc(S(=O)(=O)NN2Cc3ccccc3C2=N)cc1 | -8.3% | 12.4% | -2.0% | -13.2% | 19.7% | -2.3 | -1.9% | 6.7% | 5.6%
CCN1CCN(C(CNS(=O)(=O)c2ccc(OC)c(C)c2)c2cccnc2)CC1 (configuration not stated) | -3.6% | 37.8% | -13.1% | -20.3% | 62.9%[activator] | -8.5 | 0.5% | -3.9% | -7.7%
Nc1cccc2cc(-c3ccccc3)oc12 | -11.2% | 2.7% | . | -18.8% | 9.0% | -2.8 | . | 6.2% | .
Cc1cc(C)cc(OCC(=O)Nc2cc(NC(=O)COc3cc(C)cc(C)c3)cc(C(=O)O)c2)c1 | 0.2% | -7.2% | -11.1% | ? | ? | -4.2 | ? | -3.3% | -1.1%
S=c1[nH]nc(C2CCCCC2)o1 | -5.6% | 13.9% | -2.9% | 0.7% | 58.2%[activator] | -10.4 | ? | -3.3% | -1.9%
CN(CC(=O)Nc1ccccc1Br)C(=O)CN1CCN(Cc2ccc(Cl)cc2)CC1 | -7.1% | 1.4% | . | -15.7% | 18.4% | -17.2 | . | -2.8% | .
CC(C)(C)c1ccc(S(=O)(=O)N2C=CC(C(F)(F)F)=NCC2)cc1 | -1.8% | -4.1% | ? | 6.9% | 6.0% | -1.0 | ? | -2.7% | -16.1%
COc1cc(C=O)ccc1OC(=O)c1ccc(C(C)C)cc1 | -23.0% | -1.8% | ? | -11.4% | 126.1%[activator] | -1.4 | -7.1% | -2.1% | -17.8%
Cc1cccn2c1nc(=S)n2C(=O)c1ccco1 | 2.6% | 2.2% | -2.4% | -17.3% | 54.4%[activator] | -5.4 | 5.9% | 14.0% | 0.7%
COc1ccc(S(=O)(=O)Nc2ccc(N3CCOCC3)cc2)cc1[N+](=O)[O-] | 2.2% | 5.6% | -20.9% | -16.1% | 55.6%[activator] | 0.5 | 1.5% | -4.6% | -4.9%
O=C(/C=C/c1ccc(Cl)cc1)Nc1ccc(CN2CCOCC2)cc1 | 4.6% | -3.2% | -7.2% | -9.2% | 46.0%[activator] | 1.0 | 12.5% | -2.7% | -11.8%

Ordered by number of heavy atoms (ascending): some entries from above.
SMILES | POLK inh | APE1 inh | Apoferritin bind | POLH inh | POLI inh | LDHA inh | Pol beta inh | Glioma ERSR ind | BLM helicase inh
Nc1cccc2cc(-c3ccccc3)oc12 | -11.2% | 2.7% | . | -18.8% | 9.0% | -2.8 | . | 6.2% | .
Cc1ccc(S(=O)(=O)NN2Cc3ccccc3C2=N)cc1 | -8.3% | 12.4% | -2.0% | -13.2% | 19.7% | -2.3 | -1.9% | 6.7% | 5.6%
COc1ccc(S(=O)(=O)Nc2ccc(N3CCOCC3)cc2)cc1[N+](=O)[O-] | 2.2% | 5.6% | -20.9% | -16.1% | 55.6%[activator] | 0.5 | 1.5% | -4.6% | -4.9%
CCN1CCN(C(CNS(=O)(=O)c2ccc(OC)c(C)c2)c2cccnc2)CC1 (configuration not stated) | -3.6% | 37.8% | -13.1% | -20.3% | 62.9%[activator] | -8.5 | 0.5% | -3.9% | -7.7%

Only part of the results is shown (hit frequency here may not be typical).
